GLA spleen mod: qHTS Assay for Inhibitors and Activators of Human alpha-Galactosidase From Spleen Homogenate; Alpha-galactosidase A (Homo sapiens), P06280; human spleen homogenate, 4MU-alpha-Gal fluorescence, 40 min; Potency, µM (doses to about 80 µM), without a hit: at the highest dose activity change, negative = inhibition, most hits filed as inhibitors; 240,000 compounds, 0.008% hits; AID 2107, 2009;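 note: 0% = enzyme with vehicle and -100% = no enzyme basal signal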
Target sequence (P06280 32-429 limits assumed): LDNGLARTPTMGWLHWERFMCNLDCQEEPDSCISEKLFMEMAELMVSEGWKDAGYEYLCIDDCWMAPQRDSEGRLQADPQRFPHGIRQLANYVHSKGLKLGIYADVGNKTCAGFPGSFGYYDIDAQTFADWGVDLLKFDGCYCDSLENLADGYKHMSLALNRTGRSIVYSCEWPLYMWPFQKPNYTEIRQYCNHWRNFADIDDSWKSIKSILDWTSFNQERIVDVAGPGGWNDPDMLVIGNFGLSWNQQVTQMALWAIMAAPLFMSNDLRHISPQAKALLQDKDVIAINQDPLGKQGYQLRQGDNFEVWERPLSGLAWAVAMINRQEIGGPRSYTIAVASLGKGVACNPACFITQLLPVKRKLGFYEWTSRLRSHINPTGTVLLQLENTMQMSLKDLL
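Inhibition or activation of alpha-galactosidase in human spleen homogenate is scored by 4-MU fluorescence after 40 min at 37C, pH 5.0, with 1 mM substrate. AC50s come from concentration-response fitted to the Hill equation.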
ALDH1A1 block: qHTS Assay for Inhibitors of Aldehyde Dehydrogenase 1 (ALDH1A1); Potency, µM (doses to about 75.3 µM), for the others: at the top dose activity, negative = inhibition, usual class: inhibitors; 220,000 compounds, 7.3% hits; Purified ALDH1A1, NADH fluorescence, propionaldehyde substrate; Aldehyde dehydrogenase 1A1 (Homo sapiens), P00352; AID 1030, 2008; active = well fitted inhibition curve with a large enough effect, not every such curve was filed as active; inconclusive = small, poorly fitted or top-dose-only effect, or another doubt; inactive = no such curve, though single readings can be large or run the other way;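 note: plate controls were no enzyme wells and a reference inhibitor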
Target sequence (P00352 whole entry, looked up): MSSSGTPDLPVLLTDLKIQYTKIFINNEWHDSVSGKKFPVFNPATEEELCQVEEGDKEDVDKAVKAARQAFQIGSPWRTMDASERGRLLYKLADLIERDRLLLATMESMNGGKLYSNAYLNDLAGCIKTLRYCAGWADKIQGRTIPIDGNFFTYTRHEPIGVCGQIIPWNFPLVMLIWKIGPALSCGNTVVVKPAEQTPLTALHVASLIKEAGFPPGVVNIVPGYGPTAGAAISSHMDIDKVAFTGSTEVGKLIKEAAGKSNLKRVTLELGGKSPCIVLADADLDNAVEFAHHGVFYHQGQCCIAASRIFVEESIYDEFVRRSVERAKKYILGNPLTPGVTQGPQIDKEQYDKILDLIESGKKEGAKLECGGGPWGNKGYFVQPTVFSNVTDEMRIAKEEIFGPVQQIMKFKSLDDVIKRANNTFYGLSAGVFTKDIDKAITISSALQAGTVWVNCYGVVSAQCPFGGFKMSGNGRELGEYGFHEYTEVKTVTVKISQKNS
GAA glycogen mod: qHTS Assay for Inhibitors and Activators of Human alpha-Glucosidase Cleavage of Glycogen. 300,000 compounds, 0.38% hits. Potency, µM (series often up to 76.4 µM), for inactives: at the top dose activity change, negative = inhibition, hits mostly inhibitors. recombinant GAA, glycogen substrate, Amplex Red glucose oxidase fluorescence. Lysosomal alpha-glucosidase (Homo sapiens), P10253;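 note: 0% = full enzyme reaction and -100% = no-enzyme basal signal; the screen sought inhibitors and activators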
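Natural-substrate format: glycogen cleavage by 4 nM human enzyme, glucose read by Amplex Red coupling (Ex 573, Em 610 nm). Normalized to enzyme and no-enzyme controls.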
GAA inh: qHTS Assay for Inhibitors of Human alpha-Glucosidase as a Potential Chaperone Treatment of Pompe Disease; Lysosomal alpha-glucosidase (Homo sapiens), P10253; purified human GAA, 4-MU-alpha-glucoside fluorescence; Potency, µM (titrated, usually from 76.9 µM), inactives show at the highest dose activity change, negative = inhibition, usual class: inhibitors; 200,000 compounds, 0.005% hits;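 note: plate controls were uninhibited enzyme wells for no effect and no-enzyme background for full effect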
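Enzyme (4 nM final) mixed with compound (up to 77 uM), then 4-MU-alpha-D-pyranoside (400 uM final) added; 20 min at room temperature, pH 5.0. Reaction stopped at pH 10, fluorescence read, AC50 derived by Hill fit.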
JMJD2E inh: qHTS Assay for Inhibitors of Human Jumonji Domain Containing 2E (JMJD2E). Potency, µM (top dose mostly 57.1 µM), for the others: at the highest dose activity change, negative = inhibition, most hits filed as inhibitors. Lysine-specific demethylase 4E (Homo sapiens), B2RXH2. AID 2147, 2009. 230,000 compounds, 1.6% hits. JMJD2E catalytic domain, FDH-coupled NADH fluorescence (FDH is formaldehyde dehydrogenase); active = well fitted inhibition curve with a large enough effect, not every such curve was filed as active; inconclusive = small, poorly fitted or top-dose-only effect, or another doubt; inactive = no such curve, though single readings can be large or run the other way;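 note: 0% = wells with enzyme and -100% = buffer wells without enzyme; nearly all actives have a fitted effect of over 50% in size; many of its hits are not listed in these tables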
GoLoco inh red: qHTS Assay for Inhibitors of RGS12 GoLoco Motif Activity (Red Fluorophore). Guanine nucleotide-binding protein G(i) subunit alpha-1 (Homo sapiens), P63096. Gai1:RGS12 GoLoco peptide FP, rhodamine, 10 min. Potency, µM (doses to about 61.6 µM), inactives show at the highest dose activity, negative = inhibition, usual class: inhibitors. 230,000 compounds, 0.44% hits; active = well fitted inhibition curve with a large enough effect, not every such curve was filed as active; inactive = no such curve, though single readings can be large or run the other way; note: % is set by controls: 0 for no effect and ±100 for the full control effect; nearly all actives have a fitted effect of over 30% in size; many of its hits are not listed in these tables
SMN2 splice enh: qHTS Assay for Enhancers of SMN2 Splice Variant Expression | HEK293 SMN2-luciferase splicing reporter, luminescence, 30-36 h | Potency, µM (highest dose often 46.1 µM), for inactives: top-dose activity change, positive = activation, actives largely listed as activators | 210,000 compounds, 2.8% hits | AID 1458, 2008; note: % of control where 0% means no effect; nearly all actives have a fitted effect of over 55% in size
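qHTS luciferase splicing reporter: luminescence rises when SMN2 exon 7 is included in transfected HEK293 cells. Compound exposure lasted 30-36 h at 37C, with 4.5 mM final sodium butyrate as control, followed by a ONE-Glo read.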
GAA spleen mod: qHTS Assay for Inhibitors and Activators of Human alpha-Glucosidase From Spleen Homogenate; human spleen homogenate, 4-MU-alpha-glucoside fluorescence; Lysosomal alpha-glucosidase (Homo sapiens), P10253; 240,000 compounds, 0.006% hits; Potency, µM (top dose mostly 79.9 µM), without a hit: at the highest dose activity change, negative = inhibition, most hits filed as inhibitors;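 note: 0% = enzyme with vehicle and -100% = no enzyme basal signal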
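Enzyme source: human spleen homogenate, 1 ug/well. Buffer 50 mM citric acid/K phosphate pH 5.0, 0.01% Tween-20. 4-MU-alpha-glucoside 1 mM; 37 C x 40 min; NaOH/glycine stop; fluorescence.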
Starred values were filed as active, the others as inactive; u = inconclusive; x = no result given; [ ] = dose if it differs, or a comment. Unless noted, calls come from the whole dose curve; as a rule, active = well fitted curve in the direction sought with a large enough effect; inconclusive = small, poorly fitted or top-dose-only effect, or another doubt; inactive = no such curve, though single readings can be large; an effect the other way counts as inactive or inconclusive. Potency is the fitted concentration of half-maximal effect.

SMILES	GLA spleen mod	ALDH1A1 block	GAA glycogen mod	GAA inh	JMJD2E inh	GoLoco inh red	SMN2 splice enh	GAA spleen mod
O=C(NCc1ccccc1Cl)c1ccc(-c2ccccc2)cc1	-1.9%	7.9%	15.7%	-3.9%	-0.4%	8.3%	u	6.6%
CCOc1ccc(N(CC(=O)Nc2ccc(C)c(C)c2)S(=O)(=O)c2c(C)noc2C)cc1	1.9%	-4.3%	-10.4%	-17.7%	-3.5%	2.7%	-47.0%[inhibitor]	-0.2%
Cc1occc1C(=O)N=Nc1c(O)[nH]c2ccc(Br)cc12	0.5%	8.3%	-6.4%	1.4%	-3.7%	x	x	-1.5%
CCCCCc1nnc(NC(=O)OCCC)s1	10.8%	-8.9%	9.7%	7.7%	-14.1%	-18.9%	25.5%	1.6%
O=C(N/N=C/c1sc(N2CCOCC2)nc1-c1ccccc1)c1ccccc1F	-13.3%	x	5.0%	x	-16.6%	-3.6%	x	3.3%
CCOc1ccc(N2C(=O)c3ccccc3C2O)cc1 (configuration not stated)	-0.1%	-0.8%	6.0%	-10.8%	-14.2%	0.8%	12.6µM*	-0.1%
CCCn1nnc(NC(=O)c2cc3ccccc3o2)n1	3.3%	-16.5%	2.5%	-11.0%	6.9%	5.1%	10µM*	-1.8%
Cc1ccc(S(=O)(=O)Cc2ccc(C(=O)N3CCCCCC3)o2)cc1	-7.4%	u	5.6%	u	4.0%	7.1%	-30.0%[inhibitor]	2.4%
O=C(CN1C(=O)CC(c2ccco2)Sc2ccccc21)Nc1ccc2c(c1)OCCO2 (configuration not stated)	5.0%	14.1µM*	-2.7%	-13.5%	5.6%	1.7%	-16.8%	-0.3%
O=C(NCc1cccs1)c1ccc(Cl)s1	6.9%	10.1%	5.2%	-12.4%	4.3%	2.6%	-4.4%	2.4%
CC1=C(C(=O)NCCN2CCN(C)CC2)C2(CCC(C)CC2)OC1=O (configuration not stated)	1.4%	7.2%	5.0%	-2.7%	8.1%	6.9%	3.7%	-6.8%
CCOC(=O)c1[nH]c2ccc(F)cc2c1NC(=O)C(C)N1CCc2cc(OC)c(OC)cc2C1 (configuration not stated)	-6.3%	u	2.6%	u	u	-39.9%	13.6%	-9.7%
N#Cc1c(-c2ccccc2)nc2n(c1=O)CCS2	3.9%	-8.8%	13.4%	2.9%	-0.7%	-1.5%	-2.4%	-0.8%
CCCCc1nc(N2CCOCC2)c(C#N)c2c1CCCC2	-1.8%	u	-20.8%	4.1%	u	x	x	3.0%
CC(C)C1=C2OC(N)=C(C#N)C(C#N)=C2C(C)CC1 (configuration not stated)	-7.7%	u	-20.5%	1.2%	2.1%	7.4%	22.0%	1.3%
CN1C(=O)C(Cl)(Cl)C(=O)c2ccccc21	-6.5%	0.398µM*	-1.2%	5.8%	u	-5.2%	-4.3%	-3.3%
Oc1ccc2ccccc2c1Br	2.2%	-4.2%	-14.1%	2.6%	1.0%	7.1%	5.0%	0.6%
CCC1S/C(=C(\C#N)C(=O)NCc2ccco2)N(c2ccc(Br)cc2)C1=O (configuration not stated)	-4.1%	u	-12.9%	7.3%	-3.2%	7.2%	0.5%	-4.6%
CCOc1cc(/C=N/N2CCOCC2)ccc1OCc1ccc(C(=O)OC)o1	-2.8%	-2.2%	-29.3%	-2.2%	8.4%	10.0%	-5.3%	x
CC(C)c1ccc(CN2CCC(C(=O)NCc3cccnc3)CC2)cc1	18.3%	u	5.8%	1.0%	3.9%	3.8%	-20.1%	4.7%
CCOC(=O)c1sc(=S)n(CC)c1NC(=O)c1ccccc1	-4.6%	x	2.1%	x	-4.3%	6.2%	x	-2.9%
O=C(CCc1ccc(S(=O)(=O)NCc2ccccc2)cc1)NCc1ccc2c(c1)OCO2	11.1%	-10.8%	-7.0%	-3.6%	4.2%	6.0%	-13.4%	8.0%
COc1cccc(NC(=O)COC(=O)CCCc2c[nH]c3ccccc23)c1	4.9%	-4.5%	-1.5%	-10.0%	-7.5%	20.4%	10.0%	2.3%
COc1cc(CNc2ccc3[nH]c(=O)[nH]c3c2)ccc1OCC(=O)NC(C)(C)C	-5.4%	u	u	-3.3%	u	-8.5%	u	-3.1%
S=C(NC1CCCCC1)NC1CCCCC1	-0.6%	u	x	x	x	-19.2%	12.9%	7.8%

As a short view, part of the list above.
SMILES	GLA spleen mod	ALDH1A1 block	GAA glycogen mod	GAA inh	JMJD2E inh	GoLoco inh red	SMN2 splice enh	GAA spleen mod
O=C(NCc1ccccc1Cl)c1ccc(-c2ccccc2)cc1	-1.9%	7.9%	15.7%	-3.9%	-0.4%	8.3%	u	6.6%
CCOc1ccc(N(CC(=O)Nc2ccc(C)c(C)c2)S(=O)(=O)c2c(C)noc2C)cc1	1.9%	-4.3%	-10.4%	-17.7%	-3.5%	2.7%	-47.0%[inhibitor]	-0.2%
Cc1occc1C(=O)N=Nc1c(O)[nH]c2ccc(Br)cc12	0.5%	8.3%	-6.4%	1.4%	-3.7%	x	x	-1.5%
CCCCCc1nnc(NC(=O)OCCC)s1	10.8%	-8.9%	9.7%	7.7%	-14.1%	-18.9%	25.5%	1.6%
O=C(N/N=C/c1sc(N2CCOCC2)nc1-c1ccccc1)c1ccccc1F	-13.3%	x	5.0%	x	-16.6%	-3.6%	x	3.3%

Additional entries
SMILES	GLA spleen mod	ALDH1A1 block	GAA glycogen mod	GAA inh	JMJD2E inh	GoLoco inh red	SMN2 splice enh	GAA spleen mod
CCOC(=O)N1CCC(NC(=O)c2sc(-n3cccc3)nc2C)CC1	9.2%	6.1%	1.4%	u	-0.1%	x	x	6.0%
O=C(c1ccc(Br)o1)N1CCCc2ccccc21	3.0%	4.1%	3.2%	-5.7%	7.8%	2.5%	1.6%	2.8%
Cc1ccc(NC(=O)CN(C)Cc2nc3c(Br)cc(Br)cc3c(=O)[nH]2)cc1	-5.8%	-9.3%	-1.0%	-6.4%	7.9%	16.8%	-4.9%	12.5%
CC1(C)CC(=O)C2=C(C1)N(c1ccc(F)cc1)C(=O)CC2c1ccccc1 (configuration not stated)	1.9%	-9.8%	1.0%	-9.5%	-6.4%	4.8%	11.4%	-7.8%
O=S(=O)(c1cccc(NC(=S)NCc2ccco2)c1)N1CCOCC1	-9.9%	u	0.8%	-1.1%	-1.2%	8.9%	9.6%	-8.3%
COc1ccccc1Nc1nc(N)nc(CN2CCN(c3ccccc3F)CC2)n1	u	u	0.2%	-2.6%	u	2.4%	9.0%	-19.4%

Shown as a hit in SMN2 splice enh, of those listed so far:
| canonical_smiles | GLA spleen mod | ALDH1A1 block | GAA inh | JMJD2E inh | GoLoco inh red | SMN2 splice enh | GAA spleen mod |
| --- | --- | --- | --- | --- | --- | --- | --- |
| CCOc1ccc(N2C(=O)c3ccccc3C2O)cc1 (configuration not stated) | -0.1% | -0.8% | -10.8% | -14.2% | 0.8% | 12.6µM* | -0.1% |
| CCCn1nnc(NC(=O)c2cc3ccccc3o2)n1 | 3.3% | -16.5% | -11.0% | 6.9% | 5.1% | 10µM* | -1.8% |

Compound activity (PubChem BioAssay)

An excerpt; rates above refer to the full screens.
